From PubChem BioAssay
ASAP1 inh – inhibitors of human ASAP1 ArfGAP activity, primary screen, biochemical, fluorescence polarization; Arf-GAP with SH3 domain, ANK repeat and PH domain-containing protein 1 (Homo sapiens), …; inhibition, % at 16.5 µM; ASAP1-stimulated ARF1 GTP hydrolysis, GDP FP detection; 0.19% of 360,000 active; in the data active = inhibition above about 25%;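 also: 0% = vehicle with enzyme and substrate and 100% = no enzyme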
UHRF1 binding – UHRF1 methylated DNA binding inhibitors, primary screen, counter-screen for MBD2 inhibitor project, biochemical, TR-FRET, human UHRF1, single concentration; UHRF1 binding to methylated oligo; inhibition, % at 4.4 µM; 0.75% of 370,000 active; in the data active = inhibition above about 21%;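 also: UHRF1 SRA domain binding a hemimethylated CpG hairpin DNA probe; 0% = median of test compound wells and 100% = reference inhibitor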
Target sequence (Q96T88 whole entry, looked up, the tested form may be a part): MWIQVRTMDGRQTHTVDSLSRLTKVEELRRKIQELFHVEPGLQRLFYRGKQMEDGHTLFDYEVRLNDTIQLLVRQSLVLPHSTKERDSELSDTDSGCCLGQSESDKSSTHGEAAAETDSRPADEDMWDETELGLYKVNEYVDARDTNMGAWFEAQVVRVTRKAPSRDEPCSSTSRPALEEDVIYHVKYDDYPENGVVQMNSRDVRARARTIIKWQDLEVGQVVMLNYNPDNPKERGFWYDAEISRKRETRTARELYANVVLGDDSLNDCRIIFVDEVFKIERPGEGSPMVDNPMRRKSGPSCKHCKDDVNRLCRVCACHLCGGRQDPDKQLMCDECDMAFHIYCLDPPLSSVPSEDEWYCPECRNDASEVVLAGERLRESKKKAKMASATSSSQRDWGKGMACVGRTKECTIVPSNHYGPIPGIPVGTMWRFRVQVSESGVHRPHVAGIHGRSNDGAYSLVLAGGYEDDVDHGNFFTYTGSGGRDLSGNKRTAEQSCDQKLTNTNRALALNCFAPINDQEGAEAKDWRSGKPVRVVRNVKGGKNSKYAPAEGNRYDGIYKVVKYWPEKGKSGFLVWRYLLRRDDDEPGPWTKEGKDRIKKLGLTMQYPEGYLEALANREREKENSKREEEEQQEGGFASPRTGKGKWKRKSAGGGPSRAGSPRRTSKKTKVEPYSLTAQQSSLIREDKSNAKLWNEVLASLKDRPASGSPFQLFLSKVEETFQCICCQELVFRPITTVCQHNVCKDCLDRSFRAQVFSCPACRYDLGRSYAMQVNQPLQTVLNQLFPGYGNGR
MBD2 inh – inhibitors of MBD2 binding to methylated DNA, primary screen, biochemical, TR-FRET, DNA-binding domain, human. 0.31% of 370,000 active. AID 686964, 2013. MBD2 binding to methylated oligonucleotide. inhibition, % at 4.4 µM; in the data active = inhibition above about 13%
DDE Tn7 FP inh – inhibitors of Tn7 peptide binding to fibrin DD(E), primary screen, biochemical, fluorescence polarization, human fibrin, Tn7 probe; inhibition, % at 8.3 µM; Fibrinogen beta chain (Homo sapiens), P02675; 0.13% of 370,000 active; FP displacement of FITC-Tn7 peptide from fibrin DD(E); 0% = median of compound wells per plate;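 active = inhibition above the mean of compounds falling within the control limits plus 3 SD of them, cut at about 14% in these data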;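 also: 0% = plate median of compound wells and 100% = 10 µM Aha-Tn7 peptide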
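Assay system: Fibrin-DD(E) protein isolated from polymerized human fibrin clots; read-out basis: percent inhibition; medium: Tris/NaCl/CaCl2 buffer, pH 7.8; signal: FP measurement; incubation: 10 min plus 3 h, room temperature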
proKLK7 act – proKLK7 zymogen activators, primary screen, biochemical, fluorescence intensity. purified proKLK7, EDANS-DABCYL substrate fluorescence; 100% is mature enzyme control, 0% vehicle. activation, % at 7 µM. 0.9% of 370,000 active;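 active = activation above the mean of all tested compounds plus 3 SD, computed per campaign excluding outliers beyond control limits, cut at about 13% in these data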
PLC-beta3 inh – human PLC-beta3 inhibitors, primary screen, biochemical, fluorescence. 1-phosphatidylinositol 4,5-bisphosphate phosphodiesterase beta-3 (Homo sapiens), Q01970. Purified PLC-beta3, fluorogenic substrate. AID 720704, 2013. inhibition, % at 12.2 µM. 0.18% of 370,000 active; in the data active = inhibition above about 11%;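 also: 0% = median of compound wells on plate and 100% = full blocker control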
ARFGAP1 inh – inhibitors of rat ARFGAP1 GAP activity, primary screen, biochemical, fluorescence polarization, GDP tracer | 0.26% of 360,000 active | ADP-ribosylation factor GTPase-activating protein 1 (Rattus norvegicus), Q62848 | inhibition, % at 16.5 µM | Arfgap1-stimulated ARF1 GTP hydrolysis, GDP FP detection;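 active = inhibition above a per-plate limit, mean inhibition of low control wells plus 3 SD, cut at about 25% in these data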;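 also: 0% = DMSO wells with enzyme and 100% = wells lacking Arfgap1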
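Replicates: Single well per compound | Assay system: Truncated rat Arfgap1 GAP domain | Control set: No-Arfgap1 wells (100%) versus DMSO full-reaction wells (0%) | Times: Enzyme reaction 120 min at 25 °C after 20 min preincubation | Reagent: Human ARF1(Δ1-17)-GTP substrate | Measured by: Tracer-displacement fluorescence polarization with EDTA stop, 620/688 nm | Measure: Percent inhibition of Arfgap1-stimulated GTP hydrolysis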
DDE Tn6 FP inh – inhibitors of Tn6 peptide binding to fibrin DD(E), primary screen, biochemical, fluorescence polarization, human fibrin, Tn6 probe | Fibrinogen beta chain (Homo sapiens), P02675 | Fibrin DD(E) TRITC-Tn6 fluorescence polarization displacement | inhibition, % at 8.3 µM | 0.21% of 370,000 active;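 active = inhibition above a per-campaign cutoff: mean of compounds within control limits plus 3 SD, cut at about 15% in these data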;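 also: 0% = median of all compound wells on the plate and 100% = blocking peptide control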
PLCg1 inh – PLC-gamma1 enzyme inhibitors, primary screen, biochemical, fluorescence, purified enzyme; 1-phosphatidylinositol 4,5-bisphosphate phosphodiesterase gamma-1 (Homo sapiens), P19174; fluorogenic substrate; inhibition, % at 12.2 µM; 0.84% of 370,000 active; AID 720700, 2013; in the data active = inhibition above about 9.5%
ADAM17 inh – ADAM17 inhibitors, primary screen, biochemical, QFRET. recombinant ADAM17, EDANS/DABCYL FRET peptide cleavage. inhibition, % at 6.95 µM. 0.83% of 370,000 active. AID 720648, 2013;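 active = inhibition above the mean of compounds lying between control limits plus 3 SD, set per campaign, cut at about 8.5% in these data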;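 also: 0% = DMSO-only wells as the low control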
Active calls of the source: *.

SMILES	ASAP1 inh	UHRF1 binding	MBD2 inh	DDE Tn7 FP inh	proKLK7 act	PLC-beta3 inh	ARFGAP1 inh	DDE Tn6 FP inh	PLCg1 inh	ADAM17 inh
Cc1ccc(C(=O)CC2(O)C(=O)N(C)c3ccc(Br)cc32)c(C)c1 (stereo not given)	-9	-4	-2	3	-0.3	5	-4	3	3	-1
COc1ccc(CSc2nnc(N)s2)cc1F	0	0	6	-7	0.4	-2	8	8	9	0
Cc1ccc(OC(=S)Nc2ccc(F)cc2)cc1	3	0	-2	-3	0.1	4	5	0	2	0
Cc1nnc(SCC(=O)N/N=C/c2ccc(-c3ccc(C)c(Cl)c3)o2)s1	12	-3	4	7	-3.5	-14	4	-1	-14	-6
O=C(c1cc(-c2cccs2)on1)N1CCOCC1	17	-4	-3	2	0.6	1	4	6	-2	-2
CCc1c(C2(O)CCCCC2)[nH]c2c(C(=O)OC)cc(Cl)cc12	6	-2	3	2	-10	-369	7	13	-272	-13
CN(C)c1ccc(/C(=N\O)C(F)(F)F)cc1	6	-1	-3	7	0.2	4	-2	-4	-1	1
CCOC(=O)c1sc(NC(=O)c2ccc(Cl)s2)cc1C	-15	0	4	-1	0.5	-21	1	-3	-14	1
CCOc1ccccc1CN1CCNC(=O)C1CC(=O)NCCC1=CCCCC1 (stereo not given)	2	0	-4	1	-0.3	-14	6	-7	-4	1
COc1ccc(CNC(=O)CSc2nnc(Cn3nnc4ccccc43)n2C)cc1	8	1	6	3	0.4	-1	3	-4	1	-2
O=c1c(Cl)c(O)c2cccc3c4ccccc4n1c23	16	1	2	3	10	-317	7	-4	-256	-298
O=C(O)CC1(CC(=O)Nc2cccc(C(F)(F)F)c2)CCCC1	-16	2	-5	-5	0.6	-6	-3	-5	4	1
COc1cccc(CNc2cnc3ccccc3c2)c1O	2	-1	-5	7	10	-79	5	-1	-62	-119
CC[C@]1(C(=O)OC)[C@H]2C(=O)N(C)C(=O)[C@H]2[C@H]2CN(C)C(=NCc3ccccc3)N21	-7	-1	3	5	0.3	0	10	0	-3	-1
c1ccc(-c2noc(CSc3nnnn3-c3ccccc3)n2)cc1	-10	-1	-2	9	-0.7	0	4	5	0	2
Cc1occc1C(=O)N1CCCC(Nc2ccc(C(C)C)cc2)C1 (stereo not given)	-1	1	0	-8	0.1	-6	-2	3	0	-4
Cc1nccn1Cc1ccccc1	-6	0	-2	-8	-0.6	1	3	-2	2	3
COc1cc(OC)cc(C(=O)Nc2cccc(-c3ccc(N4CCOCC4)nn3)c2)c1	15	-2	2	6	-0.6	-1	21	7	0	1
Cc1ccc(NS(=O)(=O)c2ccc(C)c(C(=O)Nc3ccc(S(=O)(=O)Nc4onc(C)c4C)cc3)c2)cc1	-5	3	5	0	0.8	2	7	-4	3	-1
Cc1ccc(S(=O)(=O)N2CCN(C(=O)Cn3c(=O)cnc4ccccc43)CC2)c(C)c1	-2	4	-1	-2	1.6	-54	-2	0	-26	-65
O=C(NCC1CC1)C1Cc2c(-c3ccccc3Oc3ccccc3)ccnc2O1 (stereo not given)	5	1	1	-4	0.0	1	14	3	0	0
CC(=O)Nc1ccc(NS(=O)(=O)c2ccc(C)cc2)c([N+](=O)[O-])c1	-11	-1	-8	3	-0.4	0	1	-9	7	3
CC(C)CC(NC(=O)CC12CC3CC(CC(C3)C1)C2)C(=O)NC1=NCCS1 (stereo not given)	7	-1	6	0	0.4	2	6	-1	0	-3
O=C(CO/N=C/c1ccccc1Cl)N1CCCc2ccccc21	12	-2	1	-7	0.3	1	4	-9	-3	3
Cc1ccc(NC(=O)C(=O)NCc2ccc(/C=C(/C#N)C(=O)NCc3cccnc3)o2)cc1	2	4	1	0	0.1	4	8	-11	-4	1

Next part:
SMILES	ASAP1 inh	UHRF1 binding	MBD2 inh	DDE Tn7 FP inh	proKLK7 act	PLC-beta3 inh	ARFGAP1 inh	DDE Tn6 FP inh	PLCg1 inh	ADAM17 inh
COC(=O)c1c(C)oc2ccc(N(C(=O)c3ccncc3)S(=O)(=O)c3ccc4ccccc4c3)cc12	6	3	-4	-6	0.0	1	8	-4	3	8
CCc1nc(SCC(=O)c2cc(C)ccc2C)n[nH]1	-7	-1	-4	5	0.3	0	-12	12	0	-1
COc1cc(OC)cc(-c2cc(N3C(=O)Nc4ccccc4N3O)n[nH]2)c1	-2	-6	2	6	0.2	0	-7	2	-1	-1
COC(=O)c1cc(C(=O)OC)n(Cc2ccc(C)cc2)c1C	5	7	3	-5	0.2	-8	-7	4	1	9.2*
Cc1nc2cc(-c3ccccc3)ccc2o1	2	0	-6	-5	-0.2	4	-1	-3	3	1
CCOC(=O)C1CCCN(C(=S)NC2CCCCC2)C1 (stereo not given)	5	0	-1	-6	0.5	-5	-10	6	0	-7
O=C(CCc1ccccc1)Nc1ncc([N+](=O)[O-])s1	-2	0	3	1	0.1	3	29*	0	3	-1
CC(C)=C[C@H]1C[C@H](C)[C@H]2CC[C@H](C)c3c(O[C@@H]4OC[C@@H](O)[C@H](O)C4O)c(O)c(C)c1c32 (stereo not given in full)	0	2	6	-7	0.7	5	-7	0	3	21*
Cc1ccc(NC(=S)N2CCN(c3nccc(C(F)(F)F)n3)CC2)c(C)c1	2	7	8	0	-0.5	-5	10	-1	-2	-7
CC(=O)N(CCOc1ccccc1)CCOc1ccccc1	-2	-3	-4	-6	0.0	-16	6	4	-4	0
Cc1ccccc1-n1c(C)nnc1SC(C)C(=O)NCC1CCCO1 (stereo not given)	-1	-1	4	9	0.4	-14	-7	10	4	-3
COc1cccc2cc(-c3cc(=O)oc4ccc(O)cc34)oc12	2	5	-1	-1	0.1	-24	3	-13	-9	-1
CCOC(=O)C1CCN(C(c2cc(OC)c(OC)c(OC)c2)c2sc3nc(C)nn3c2O)CC1 (stereo not given)	-5	4	5	4	0.5	-4	-13	-1	-1	-5
COc1ccc2oc(C(=O)OCC(=O)Nc3ccc(N4CCOCC4)cc3)c(C)c2c1	5	-5	1	0	-0.1	-23	6	3	-11	-16
CCOC(=O)C(CC)(CC)C(=O)/C=C/c1ccc(Br)cc1	0	2	0	-1	-0.8	-2	-7	5	-3	-4
Cc1c(NC(=O)C(C)OC(=O)c2cccnc2Cl)c(=O)n(-c2ccccc2)n1C (stereo not given)	8	1	1	-5	-0.8	-1	-3	-3	-2	-8
COC(=O)Cc1ccc(NC(=S)N2CCN(c3ccc(F)cc3)CC2)cc1	7	-4	-2	6	-0.8	1	4	14	2	-1
NS(=O)(=O)c1ccc2nc(NC(=O)CS(=O)(=O)c3ccc(F)cc3)sc2c1	-9	1	-2	2	-0.2	-12	-8	-9	-6	-5
Cc1ccc(S(=O)(=O)Nc2ccc3nc(-c4cccn4C)[nH]c3c2)cc1	2	2	1	-2	-0.4	-32	17	-6	-24	-3
CCC(CO)Oc1cc(NCc2ccccc2F)c2ncn(C(C)C)c2c1 (stereo not given)	-10	-4	-3	4	-0.9	-27	-2	1	-17	-5
O=C(CSc1nc2nn(-c3ccccc3)c(=O)c-2c2n1CCCCC2)Nc1ccccc1[N+](=O)[O-]	-1	1	0	-3	0.0	0	12	-2	3	4
O=C(CNS(=O)(=O)c1ccc(F)c(Cl)c1)NCCc1ccccc1	-2	-1	1	8	0.8	-5	8	4	1	-2
COc1ccc(C(NC(=O)c2ccco2)c2ccc(OC)c(OC)c2)cc1 (stereo not given)	-4	1	-2	-4	-0.6	3	5	-1	2	-2
